Mtb RmlCD inh: inhibitors of Mycobacterium tuberculosis RmlC and RmlD coupled enzymes; inhibition, % at 3.6 µM; RmlC+RmlD coupled enzyme assay, percent inhibition; primary screen in compound mixtures; P9WH09+P9WH11; actives 0.03% (n = 160,000); in the data active = inhibition mostly above about 34%, no sharp cut-off; also: some results filed as inactive read as strong as hits
Target sequence (P9WH09 whole entry, looked up): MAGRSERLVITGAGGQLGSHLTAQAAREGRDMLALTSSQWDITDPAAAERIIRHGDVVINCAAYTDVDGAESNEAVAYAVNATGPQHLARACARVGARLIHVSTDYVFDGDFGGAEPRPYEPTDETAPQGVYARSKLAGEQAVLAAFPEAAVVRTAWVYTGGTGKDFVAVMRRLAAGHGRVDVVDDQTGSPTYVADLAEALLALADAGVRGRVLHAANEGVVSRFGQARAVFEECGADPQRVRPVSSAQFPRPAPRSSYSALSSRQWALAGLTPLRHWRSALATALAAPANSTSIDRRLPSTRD
Target sequence (P9WH11 whole entry, looked up): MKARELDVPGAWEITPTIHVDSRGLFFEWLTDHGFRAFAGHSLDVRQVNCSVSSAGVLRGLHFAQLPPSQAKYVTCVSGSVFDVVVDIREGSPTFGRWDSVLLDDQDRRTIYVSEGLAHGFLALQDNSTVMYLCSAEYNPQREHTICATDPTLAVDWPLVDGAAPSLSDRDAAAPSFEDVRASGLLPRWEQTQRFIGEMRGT
M. tuberculosis GlmU: inhibition of mycobacterial GlmU enzyme – biochemical, glucosamine-1-phosphate acetyltransferase (AID 1376); M. tuberculosis GlmU acetyltransferase enzyme assay; higher % means a stronger effect; inhibition, %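 (tested at 30 µM in the primary screen)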, or IC50 in µM where a hit was titrated; actives 0.25% (n = 220,000); in the data active = inhibition above about 13%;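 also: 0% = complete reaction with vehicle and 100% = reaction without substrate; strong numbers were not always called active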
* hit, by the source's call; · = no result given. Not all compounds are listed; rates above refer to the full screens.

canonical_smiles	Mtb RmlCD inh	M. tuberculosis GlmU
CCOC(=O)Cn1nc(C)c(NC(=O)c2ccc(Cl)c([N+](=O)[O-])c2)c1C	9	1.8%
CC(C)(C)c1nc2scc(-c3cccs3)c2c(=O)o1	6	-2.6%
CC(=O)Cc1nnn(-c2cc(C)on2)n1	-4	-2.3%
COc1cc(/C=N/N2C(=O)c3ccccc3NC2(C)c2cccc([N+](=O)[O-])c2)cc(Br)c1O (stereo not given)	·	-3.9%
CC(C(=O)NCC1CCCCC1)N(C)Cc1cccc(Cl)c1 (stereo not given)	-6	0.7%
CSc1ccc(S(=O)(=O)NCCSC(C)(C)C)cc1	·	0.3%
O=C(NC1(C(F)(F)F)NC(=O)N(CCc2ccccc2)C1=O)C1CC1 (stereo not given)	-11	0.1%
Cc1ccc(C(NC(=O)N2CCOCC2)C(Cl)Cl)cc1F (stereo not given)	-3	1.3%
Cc1c(Cl)cccc1N1C(=O)CC(NNC(=O)c2cccnc2)C1=O (stereo not given)	-12	-2.6%
O=C(NC(=S)Nc1cccc(NC(=O)c2ccccc2)c1)c1cccc([N+](=O)[O-])c1	·	0.3%
COc1ccc(N2CCN(c3ncnc4c3cnn4-c3ccc(C)cc3C)CC2)cc1	·	2.5%
S=C(NCc1ccc2c(c1)OCO2)NC1CC1	-4	9.4%
CCC(C)(C)NC(=O)CC(c1ccc(OC)cc1)n1cccc1 (stereo not given)	·	-0.4%
Cc1ccc(S(=O)(=O)N2CCC(C(=O)Nc3ccccc3N3CCCCC3)CC2)cc1	·	-3.5%
Cc1ccc(S(=O)(=O)Nc2ccccc2C(=O)Nc2ccc(S(=O)(=O)Nc3nccc(C)n3)cc2)cc1	5	0.7%
CCOc1cc(C(=O)NCc2ccccc2)ccc1OCC(=O)N1CCOCC1	5	-3.9%
CC(C)N(C(=O)CSc1nc2ccccc2n1Cc1ccc(F)cc1)C(C)C	·	5.6%
CCN(CC)S(=O)(=O)c1ccc(Cl)c(C(=O)NC)c1	7	1.6%
CCC(=O)Nc1c(C(=O)N2CCCCCC2)cnn1-c1ccc(C)c(C)c1	18	7.7%
CCOC(=O)c1ccc2c(c1)nc(SCC(=O)N1CCOCC1)n2CC	·	-2.8%
N#Cc1cc(-c2ccccc2)c[nH]c1=O	9	1.9%
CCOc1ccccc1NC(=O)c1ccc(-n2cncn2)nc1	6	2.3%
O=C1C2CC=CCC2C(=O)N1c1ccc(NCCc2ccc(O)cc2)c([N+](=O)[O-])c1 (stereo not given)	·	-5.8%
Cc1cc(C)nc(N/N=C/C2=C(N3CCOCC3)C(=C/c3ccccc3)/CC2)n1	·	6.1%
CCCn1c(CNc2ccccc2O)nc2ccccc21	·	2.7%
CCC1(CC)C(=O)C2=C3C1[C@H](C(=O)OC)C=C(C(=O)OC)C[C@H]3[C@H]1C(=O)N(CC(=O)OC)C(=O)[C@H]1[C@H]2C (stereo not given in full)	·	4.6%
O=C(Nc1ccc2c(c1)OCCO2)c1cc2sccc2n1Cc1ccccc1	1	1.1%
O=C(NCc1ccccc1Cl)c1cnn2cccnc12	5	-0.3%
CC(C)=CCc1c(C)nc2ccccc2c1C(=O)O	-11	-3.4%
O=C(c1ccc(-c2nnc(-c3ccccc3)o2)cc1)N1CCCCCC1	·	2.3%
O=C(NCC1CCCO1)C(c1ccc(F)cc1)N(CCCN1CCOCC1)C(=O)c1ccc(-c2ccccc2)[nH]1 (stereo not given)	6	-4.9%
O=C(Cc1ccc(-n2c(=O)c3sccc3n(Cc3ccc(F)cc3)c2=O)cc1)NCc1ccco1	·	5.5%
CCOC(=O)C(C(C)=O)c1nc(C)nc2c1nnn2Cc1ccccc1Cl (stereo not given)	·	2.0%
Cc1cc(C)c(C(N)=O)c(Nc2cccc(Cl)c2C)n1	-3	3.8%
Cc1ccc(NC(=O)CN2CCCCCC2)cc1[N+](=O)[O-]	3	-9.1%
Cc1cc(-c2ccccc2)nc(=O)[nH]1	18	2.3%
O=C(/C=C/Nc1ccccc1)c1cnc(-c2ccccc2)s1	4	-4.3%
O=C(NNC(=O)c1ccc(-c2ccccc2)cc1)c1ccccc1	5	2.9%
CCOC(=S)SCc1cn2ccc(C)cc2n1	0	3.0%
COCCn1nnnc1CN1CCC(Cc2ccccc2)CC1	2	2.9%
CCCNC(=O)c1cc2c(C(F)(F)F)nn(C)c2s1	-8	-5.0%
CC(C)CC(=O)NC(=S)Nc1ccc(N2CCOCC2)c(Cl)c1	-5	-4.4%
CCCCN(CCCNC(=O)Cn1ncc2ccsc2c1=O)Cc1ccccc1	3	7.3%
CCOCCCNC(=O)C(NC(=O)Cc1cccs1)c1ccc(Cl)cc1 (stereo not given)	-11	-4.2%
CCCC(=O)Nc1ccc(Nc2ccccc2)cc1	-12	1.6%
CCn1ncc(C2=NOC(C(=O)Nc3cccc(O)c3)C2)c1C (stereo not given)	-11	0.0%
Cc1ccc(NC(=O)CCC(=O)N/N=C/c2coc3ccccc3c2=O)cc1	7	-1.9%
CCCC(CCC)C(=O)Nc1cccc(C(=O)O)c1	7	1.6%
Fc1ccccc1N1CCN(CC2CC3C=CC2C3)CC1 (stereo not given)	4	1.7%
CN1C(=O)c2ccccc2C(C(=O)O)C1c1cccc(F)c1 (stereo not given)	-2	1.3%
CCCn1c(N)c(N(CCOC)C(=O)/C=C/c2cccc(Cl)c2)c(=O)[nH]c1=O	·	-2.1%
Cc1cc(C)n(-c2ccc(C(=O)Nc3nnc(C)s3)cc2)n1	-4	3.5%
COc1ccc(OC)c(N(CC(=O)N2CCN(c3cc(Cl)ccc3C)CC2)S(C)(=O)=O)c1	·	-2.8%
COc1cc2cc(CN(C(=O)NC3CCCCC3)C3CCCC3)c(=O)[nH]c2cc1OC	·	1.8%
CCOC(=O)CSc1nc2cc(C(=O)NCc3ccco3)ccc2c(=O)n1-c1ccc(F)cc1	6	5.9%
CCN(CC)S(=O)(=O)c1ccc(OC)c(NC(=O)c2cccs2)c1	3	0.7%
O=C(C/C=N\OCc1c(Cl)cccc1Cl)Oc1ccc(Cl)cc1Cl	·	4.2%
COC(=O)C1(Cc2ccc(O)cc2)OC(=O)C(O)=C1c1ccc(O)cc1 (stereo not given)	·	11%
N#C/C(=C\c1ccncc1)c1nc2ccccc2c(=O)[nH]1	1	0.1%
COc1ccccc1OCC(=O)n1cc(C(=O)c2cc(Cl)cc(Cl)c2O)cn1	-3	-0.5%

Going on with the list.
canonical_smiles	Mtb RmlCD inh	M. tuberculosis GlmU
N/C(=N\OC(=O)c1ccc(Cl)cc1)c1nonc1N	·	6.1%
O=C(N/N=C1/C(=O)c2cccc3cccc1c23)c1ccc(Cl)cc1	6	7.8%
CCOc1ccccc1CNn1nnnc1N	·	3.1%
CCSc1nc2ccccc2n1CCC(=O)O	·	0.7%
CO/N=C/Cc1c([N+](=O)[O-])c(C)nn1C	9	-9.8%
CN(C)S(=O)(=O)c1ccc2oc(SCC(=O)NCC(F)(F)F)nc2c1	·	4.2%
CC(C)c1nc(Cl)c(C#N)c2c1COC(C)(C)C2	-8	4.8%
Cc1csc2ncc(C(=O)NCc3ccco3)c(=O)n12	4	-3.7%
COc1ccc2nc(Cl)c(C#N)cc2c1	10	-7.3%
CCOC(=O)N1CCN(C(=O)C(C)(C)Oc2ccc(Cl)cc2)CC1	8	5.9%
NC1=NC(=Nc2ccc(Br)cc2)c2ccccc21	-2	3.7%
CC(C)(C)C(=O)COC(=O)c1ccc(N)c([N+](=O)[O-])c1	·	0.3%
CC(C)OC(=O)CSc1nc(N)c(C#N)cc1C#N	-7	2.2%
O=C(NCc1ccncc1)C12CC3CC(CC(C3)C1)C2	·	-5.2%
CC(=O)c1cn(CC(=O)Nc2ccc(C)cc2C)c2ccccc12	·	2.0%
CN(C(=O)c1ccc(OC2CCN(C(=O)c3cccnc3)CC2)cc1)C1CCCCC1	-9	3.2%
Cc1cccc(-c2noc(CN(C(=O)c3ccc(Br)o3)C(C)C)n2)c1	-5	-0.8%
O=C(COc1ccc(Cl)cc1Cl)NC(=O)N1CCCCC1	5	1.0%
O=C(CSc1ccccn1)NCc1ccc2c(c1)OCO2	·	2.0%
Cc1ccc(NC(=O)CCC(=O)NNC(=O)c2cccc([N+](=O)[O-])c2)cc1C	-3	5.1%
CCn1c(SCc2ccc(C(=O)Nc3nccs3)cc2)nnc1-c1ccc(N)cc1	·	4.2%
O=C(Nc1ccc(COc2ccccc2)cc1)Oc1ccccc1N1CCOCC1	·	4.3%
CCCCC(=O)Nc1cc(C)c(NC(=O)c2cccs2)cn1	-3	4.6%
O=C(Nc1nn(Cc2ccccc2F)cc1Br)c1cccs1	·	0.0%

Arranged by number of heavy atoms (lowest first): part of the list above.
canonical_smiles	Mtb RmlCD inh	M. tuberculosis GlmU
Cc1cc(-c2ccccc2)nc(=O)[nH]1	18	2.3%
CO/N=C/Cc1c([N+](=O)[O-])c(C)nn1C	9	-9.8%
CCOC(=S)SCc1cn2ccc(C)cc2n1	0	3.0%
NC1=NC(=Nc2ccc(Br)cc2)c2ccccc21	-2	3.7%
CCCNC(=O)c1cc2c(C(F)(F)F)nn(C)c2s1	-8	-5.0%
CC(C)(C)C(=O)COC(=O)c1ccc(N)c([N+](=O)[O-])c1	·	0.3%
Cc1ccc(NC(=O)CN2CCCCCC2)cc1[N+](=O)[O-]	3	-9.1%
CC(C(=O)NCC1CCCCC1)N(C)Cc1cccc(Cl)c1 (stereo not given)	-6	0.7%
CC(C)CC(=O)NC(=S)Nc1ccc(N2CCOCC2)c(Cl)c1	-5	-4.4%
CC(=O)c1cn(CC(=O)Nc2ccc(C)cc2C)c2ccccc12	·	2.0%
CN(C)S(=O)(=O)c1ccc2oc(SCC(=O)NCC(F)(F)F)nc2c1	·	4.2%
CCOC(=O)c1ccc2c(c1)nc(SCC(=O)N1CCOCC1)n2CC	·	-2.8%
CCC(=O)Nc1c(C(=O)N2CCCCCC2)cnn1-c1ccc(C)c(C)c1	18	7.7%
CC(C)N(C(=O)CSc1nc2ccccc2n1Cc1ccc(F)cc1)C(C)C	·	5.6%
CCOc1cc(C(=O)NCc2ccccc2)ccc1OCC(=O)N1CCOCC1	5	-3.9%
CCn1c(SCc2ccc(C(=O)Nc3nccs3)cc2)nnc1-c1ccc(N)cc1	·	4.2%
Cc1ccc(S(=O)(=O)N2CCC(C(=O)Nc3ccccc3N3CCCCC3)CC2)cc1	·	-3.5%
COc1cc(/C=N/N2C(=O)c3ccccc3NC2(C)c2cccc([N+](=O)[O-])c2)cc(Br)c1O (stereo not given)	·	-3.9%
CCOC(=O)CSc1nc2cc(C(=O)NCc3ccco3)ccc2c(=O)n1-c1ccc(F)cc1	6	5.9%
CCC1(CC)C(=O)C2=C3C1[C@H](C(=O)OC)C=C(C(=O)OC)C[C@H]3[C@H]1C(=O)N(CC(=O)OC)C(=O)[C@H]1[C@H]2C (stereo not given in full)	·	4.6%
O=C(NCC1CCCO1)C(c1ccc(F)cc1)N(CCCN1CCOCC1)C(=O)c1ccc(-c2ccccc2)[nH]1 (stereo not given)	6	-4.9%

Carrying on:
canonical_smiles	Mtb RmlCD inh	M. tuberculosis GlmU
CCN(C(=O)COC(=O)/C=C/c1cnc2ccccc2n1)C1CCS(=O)(=O)C1 (stereo not given)	6	4.0%
CN(C)S(=O)(=O)c1ccc(NC(=O)COC(=O)C2COc3ccccc3O2)cc1 (stereo not given)	-7	-5.6%
COc1cc(C(=S)N2CCOCC2)ccc1O	5	8.6%
COc1ccc(CN2C=C3C(=O)C(C)(OC(=O)C4CCCC4)C(=O)C=C3C=C2c2ccsc2)cc1 (stereo not given)	·	3.5%
O=C(CCN1C(=O)C2CC=C(Cl)CC2C1=O)NCc1ccccc1 (stereo not given)	·	-0.7%
Cc1c(C(=O)O)oc2c(F)cccc12	-6	-1.9%
CCCS(=O)(=O)N1CCN(Cc2ccc(OCc3ccccc3)c(OC)c2)CC1	·	-0.4%
CCCc1n[nH]c2c1/C(=N\O)CCC2	-13	-0.2%
O=C(Nc1ccccc1)N1CCCN(Cc2ccccc2F)C1	·	-4.7%
COc1ccc(C(=O)NCC(=O)OCC(=O)N2CCC(C)CC2)cc1OC	-5	-4.8%
Cc1ccc(CNC(=O)COC(=O)c2cncc(Br)c2)cc1	-17	-5.4%
CCOC(=O)C(NC(=O)c1ccc(OC)cc1)(OCC1(CC)COC1)C(F)(F)F (stereo not given)	·	1.1%
COc1ccc(-c2noc(CCCC(=O)Nc3ccc(C(N)=O)cc3)n2)cc1OC	4	1.2%
COC(=O)[C@@H](NC(=O)Nc1ccccc1F)C(C)C	-6	1.9%
Cc1ccc(CC(CC(=O)O)C(=O)NCc2ccccc2)cc1 (stereo not given)	-2	2.7%

From PubChem BioAssay
